Screening results: PubChem, several laboratories
SIAH1 antagonists: blockers of Siah-1 interaction with plectin peptide – biochemical, fluorescence polarization, rhodamine-plectin, uHTS, primary screen (AID 1817) | Siah-1 / rhodamine-plectin peptide fluorescence polarization; higher % means a stronger effect | displacement, % at 20 µM; hits with a dose series show IC50 in µM | 290,000 tested, 0.02% active;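 active = displacement of at least 50% at 20 µM, with a fluorescence ratio check between 0.3 and a set limit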;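 note: plate controls were Siah plus tracer with DMSO for no effect and tracer alone without Siah for full effect; strong numbers were not always called active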
WT yeast gro inh: growth inhibition of WT yeast, mitochondrial fusion screen. mitochondrial fusion phenotypic screen, WT strain. inhibition, % at 10 µM. 190,000 tested, 2.1% active. AID 1362; in the data active = inhibition above about 58%; tested in S. cerevisiae
Myeloid diff 2: compounds promoting myeloid differentiation; ER-HoxA9 myeloid progenitors, lysozyme-GFP differentiation, flow cytometry; 360,000 tested, 1% active; calls only at 10 µM;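 active = normalized GFP-positive differentiation at or above the plate's own cutoff, the solvent-only control mean plus 3 SD; inconclusive = no clear call, values can overlap the other calls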;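 note: cells exposed to compound for four days before flow analysis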
PMI inhibition: human PMI inhibitors, high substrate, primary screen, biochemical, fluorescence intensity, high mannose 6-phosphate (AID 1220) | recombinant PMI enzyme, coupled fluorescence intensity; higher % means a stronger effect | inhibition, % at 20 µM; hits with a dose series show IC50 in µM | 190,000 tested, 0.66% active
RSV CPE inhibition: inhibition of RSV-induced cytopathic effect – HEp-2 cells, primary 10 µM value included (AID 2391); HEp-2 cells, RSV-induced CPE inhibition; higher % means a stronger effect; CPE inhibition, % at 10 µM, or IC50 in µM where a hit was titrated; 310,000 tested, 0.13% active; in the data active = a potency from the dose series; inconclusive = CPE inhibition mostly from about 23% at the one dose, without a potency; inactive = the rest, 99 in 100 with CPE inhibition below about 21%; note: strong numbers were not always called active
Salmonella PhoP GFP: inhibitors of PhoP regulon expression, primary screen, Salmonella Typhimurium, GFP reporter (AID 1863) | inhibition, % at 50 µM; hits with a dose series show IC50 in µM | 300,000 tested, 0.16% active | S. Typhimurium PhoP-regulated promoter GFP reporter, 4 h; higher % means a stronger effect;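 active = inhibition over 29.93%, a cutoff 3 SD above the screen mean, later confirmed by dose response; inconclusive = inhibition over 29.93% but no dose response follow-up; inactive = inhibition at most 29.93% or unconfirmed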;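 note: 0% = low Mg2+ inducing control and 100% = high Mg2+ repressing control; strong numbers were not always called active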
TNAP activators: human TNAP enzyme activators, primary screen, biochemical, luminescent, no phosphate acceptor, uHTS (AID 1001). purified TNAP, luminescent activation assay, no phosphate acceptor; higher activation fold means a stronger effect. 200,000 tested, 0.03% active. activation fold at 20 µM; hits with a dose series show EC50 in µM; in the data active = activation fold from about 3, or a potency from the dose series; inactive = the rest, 99 in 100 with activation fold below about 1.6; note: many of its hits are not listed in these tables
XIAP antagonists: small molecules displacing peptide from XIAP – biochemical, IAP family, fluorescence polarization (AID 1018). XIAP BIR domain, fluorescence polarization peptide displacement; higher % means a stronger effect. 200,000 tested, 0.007% active. one-dose displacement, % at 20 µM; IC50 in µM for titrated hits; in the data active = displacement above about 50%; note: a part of the inactive calls stands beside numbers as strong as those of hits
PMI inhibitors: MPI enzyme activity inhibition – biochemical, fluorescence intensity, coupled assay, primary screen (AID 1209); purified PMI enzyme, coupled fluorescence intensity; higher % means a stronger effect; one-dose inhibition, % at 20 µM; IC50 in µM for titrated hits; 190,000 tested, 0.42% active;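 note: plate controls were DMSO vehicle for no effect and wells lacking substrate for full effect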
WT yeast gro inh mutant strain: also measured in WT yeast gro inh; calls as there; inhibition, %; mitochondrial fusion phenotypic screen, mutant strain inhibition
Myeloid diff 2 GFP+ MAC1+ %: also measured in Myeloid diff 2; calls as there; GFP+ MAC1+ double positive, %; measured here: differentiation confirmed by MAC1 staining
* marks the source's active call; other numbers are inactive results; i = inactive; u = inconclusive; x = no result given. Cut-off read from the data, not from the text of the source, unless noted: active = inhibition above about 50%; inactive = the rest. Compounds were not picked by outcome. About 3.1% of those tested had a hit in this group.

The opening 2 entries, ahead of the listing:
SMILES	SIAH1 antagonists	WT yeast gro inh	WT yeast gro inh mutant strain	Myeloid diff 2	Myeloid diff 2 GFP+ MAC1+ %	PMI inhibition	RSV CPE inhibition	Salmonella PhoP GFP	TNAP activators	XIAP antagonists	PMI inhibitors
COc1cc(CCCN2C(=S)NC[C@H]2Cc2ccc(O)cc2)cc(OC)c1OC	4%	-9	13	i	1.4	4%	-0.5%	-3%	1.1	-1.8%	5%
O=C(c1cccc(NS(=O)(=O)c2cccc(C(F)(F)F)c2)c1)N1CCOCC1	-2%	x	x	i	0.6	x	0.6%	8%	x	x	x

Results, from the start:
SMILES	SIAH1 antagonists	WT yeast gro inh	WT yeast gro inh mutant strain	Myeloid diff 2	Myeloid diff 2 GFP+ MAC1+ %	PMI inhibition	RSV CPE inhibition	Salmonella PhoP GFP	TNAP activators	XIAP antagonists	PMI inhibitors
COc1cc(CCCN2C(=S)NC[C@H]2Cc2ccc(O)cc2)cc(OC)c1OC	4%	-9	13	i	1.4	4%	-0.5%	-3%	1.1	-1.8%	5%
O=C(c1cccc(NS(=O)(=O)c2cccc(C(F)(F)F)c2)c1)N1CCOCC1	-2%	x	x	i	0.6	x	0.6%	8%	x	x	x
COc1ccc(N2CC(C(=O)N[C@@H](C)C(=O)NC3CCCC3)CC2=O)cc1 (stereo not given in full)	-1%	x	x	u	x	x	0.5%	2%	x	x	x
COc1ccc(N(CC(=O)NC2CCCC2)C(=O)c2ccc(C)s2)c(OC)c1	3%	x	x	i	0.3	x	41%	7%	x	x	x
CC(=O)Nc1ccc(NC(=O)COC(=O)c2cc([N+](=O)[O-])ccc2N2CCOCC2)cc1	10%	x	x	i	1.2	x	2.0%	-2%	x	x	x
Cc1ccc(-c2c3c(nc4sc(C(N)=O)c(N)c24)CCC3)cc1	4%	9	8	i	0.9	11%	4.0%	4%	1.1	-3.2%	14%
O=C(O)CCCCCNC(=O)C(=O)C1C(=O)Nc2ccccc21 (stereo not given)	14%	x	x	i	0.2	x	-0.1%	2%	x	x	x
COc1cc(C)c(S(=O)(=O)n2c([N+](=O)[O-])cnc2C)cc1C	0%	x	x	i	1.0	x	-1.6%	-4%	x	x	x
N#CC[C@H](Cc1ccccc1)N1CC[C@@H](NC(=O)OCc2ccccc2)CCC1=O	10%	x	x	i	1.5	x	-0.6%	-2%	x	x	x
O=C(CSc1ccc2nnc(CCNC(=O)c3ccccc3)n2n1)NCc1ccco1	2%	x	x	i	0.9	x	1.0%	-3%	x	x	x
Cc1cccc(OCC(=O)NCc2ccncc2)c1C	-2%	6	-3	i	2.3	0%	1.7%	0%	1	-4.3%	6%
Cc1onc(-c2c(F)cccc2Cl)c1C(=O)O/N=C(\N)c1ccc([N+](=O)[O-])o1	6%	x	x	i	0.2	x	9.3%	0%	x	x	x
N#CCc1ccc(NC(=O)c2ccccc2C(=O)Nc2ccc(CC#N)cc2)cc1	4%	x	x	i	0.2	x	0.5%	-3%	x	x	x
CCOC(=O)Cc1csc(N/N=C\c2ccccc2OC)n1	0%	x	x	i	0.3	x	4.7%	-4%	x	x	x
CC(=O)NNC(=O)CSc1nnc(-c2ccccc2)c(-c2ccccc2)n1	-10%	x	x	i	1.4	x	0.1%	2%	x	x	x
O=C(c1ccccc1)N1CCCC(C(=O)N2CCCCC2)C1 (stereo not given)	10%	x	x	i	1.1	x	0.7%	0%	x	x	x
CCCCOc1ccc(-c2cc(C(=O)NNC(=S)NCC)c3ccccc3n2)cc1	-4%	53	47	i	3.4	-3%	-3.7%	-3%	1.1	-5.3%	-4%
S=c1[nH]ncc2ccccc12	-1%	1	-4	i	7.2	-68%	3.5%	-6%	1.1	-1.8%	-40%
Cc1ccc(/C=C2/NC(=O)N(Cc3ccc(Br)cc3)C2=O)o1	-6%	-8	-21	i	0.6	-40%	1.4%	-2%	1	-2.6%	-29%
COc1ccccc1Nc1c([N+](=O)[O-])cncc1[N+](=O)[O-]	-8%	-14	1	i	1.2	5%	-0.5%	-6%	1.1	-4.3%	5%
O=C(NCC1CCCO1)c1ccc(COc2ccc(Cl)cc2)cc1 (stereo not given)	7%	21	19	i	0.7	-4%	2.4%	-5%	1.3	-4.3%	-2%
Oc1c(I)cc(Cl)c2cccnc12	2%	57	62	i	3.4	22%	2.9%	18µM*	1.1	-0.1%	-6%
Cc1ccc(C)c(NC(=O)CSc2nnc(CCCCCNC(=O)OC(C)(C)C)o2)c1	-1%	-5	-1	i	1.2	1%	8.9%	2%	1.4	-1.0%	5%
Cc1cc(N2CCN(c3ccccc3)CC2)n2nnnc2n1	1%	5	-7	i	0.9	0%	1.6%	6%	1.1	1.1%	2%
O=c1oc(-c2ccccc2Br)nc2ccccc12	-3%	x	x	i	0.1	x	2.0%	-6%	x	x	x
CN1CCc2nc(SCC(=O)Nc3ccc(F)cc3)c(C#N)cc2C1	-8%	7	11	x	x	-85%	15%	-8%	1.1	-0.7%	-42%
COc1ccc(C(=O)OCC(=O)NCCCc2ccccc2)c(OC)c1	13%	x	x	i	0.4	x	1.8%	1%	x	x	x
CC(C)OCCCNC(=O)C1CCC(=O)N1C1CCCC1 (stereo not given)	3%	4	12	i	7.1	-8%	0.2%	-9%	1.2	-4.4%	1%
COc1ccc([N+](=O)[O-])cc1NC(=O)C(C)Sc1nc(C)c(C)c(C)n1 (stereo not given)	-5%	-16	-2	i	0.4	6%	9.4%	-8%	1	0.8%	6%
Cc1cc(OCC(=O)Nc2ccc(Br)cc2)cc2c1C(=O)CC(C)(C)O2	4%	x	x	i	0.1	x	8.6%	-11%	x	x	x
NC(=O)COC(=O)CC12CC3CC(CC(C3)C1)C2	2%	-14	6	i	0.3	-5%	1.4%	6%	1.1	-0.1%	0%
CC(=O)n1c(=O)c2ccccc2c(=O)n1-c1ccccc1	5%	x	x	i	0.7	x	0.3%	-2%	x	x	x
COc1ccc(NC(=O)CCS(=O)(=O)c2cccc3nonc23)cc1Cl	-1%	x	x	i	1.1	x	4.3%	-5%	x	x	x
CC(=O)Nc1ccc(OC(F)(F)C(F)C(F)(F)F)c(NC(C)=O)c1 (stereo not given)	-1%	-11	-6	i	2.2	-5%	2.0%	7%	1.1	-2.6%	-6%
O=C(CCCOc1ccc(Cl)cc1Cl)Nc1cccnc1	0%	8	21	i	1.0	-12%	0.2%	5%	1.2	-3.8%	-6%
CCS(=O)(=O)C1=NSC2=NC(=O)/C(=C\c3ccc(OS(=O)(=O)c4ccccc4)c(OC)c3)C(=N)N21	-1%	x	x	i	0.6	x	1.7%	-16%	x	x	x

Sorted by value in Salmonella PhoP GFP (largest number first): 3 of the compounds above.
SMILES	Salmonella PhoP GFP
O=C(c1cccc(NS(=O)(=O)c2cccc(C(F)(F)F)c2)c1)N1CCOCC1	8%
Cc1ccc(C)c(NC(=O)CSc2nnc(CCCCCNC(=O)OC(C)(C)C)o2)c1	2%
COc1cc(C)c(S(=O)(=O)n2c([N+](=O)[O-])cnc2C)cc1C	-4%

(listing goes on)
SMILES	SIAH1 antagonists	WT yeast gro inh	WT yeast gro inh mutant strain	Myeloid diff 2	Myeloid diff 2 GFP+ MAC1+ %	PMI inhibition	RSV CPE inhibition	Salmonella PhoP GFP	TNAP activators	XIAP antagonists	PMI inhibitors
COc1ccc(C(C(=O)NC2CCCCC2)N(C(=O)c2sc(C)nc2C)c2ccccc2C)cc1 (stereo not given)	-6%	5	5	i	1.5	12%	0.7%	-10%	1	-6.6%	12%
C=CCn1c(=O)c2c(nc3n2CC(C)CN3Cc2ccccc2)n(C)c1=O (stereo not given)	-2%	x	x	i	1.0	x	0.7%	0%	x	x	x
Cc1cccc(NC(=O)CCc2ccccc2)c1C	6%	x	x	i	0.6	x	0.5%	-7%	x	x	x
N#CC1(C#N)CC(C=O)=C(N)C1(C#N)CC(=O)c1ccc(F)cc1 (stereo not given)	5%	-31	16	i	0.6	53%*	0.5%	-72%	1.2	-3.0%	15%
Cc1nc2ccccc2n1Cc1ccc(Cl)cc1	-2%	x	x	i	4.8	x	-0.1%	6%	x	x	x
COc1ccc(NC(=O)N2CCN(c3ccc([N+](=O)[O-])cc3)CC2)cc1	-2%	-2	12	i	0.9	x	5.1%	-3%	1	0.8%	x
O=C(NNC(=O)c1ccccc1F)c1ccco1	3%	x	x	i	1.2	x	1.1%	6%	x	x	x
Cc1cccc(N(CC(=O)NCc2ccco2)C(=O)CCC(=O)Nc2nccs2)c1C	2%	x	x	u	x	x	1.1%	-4%	x	x	x
CNCC/C=C1/c2ccccc2CSc2ccccc21	-1%	-5	13	i	0.8	14%	1.2%	6%	1.1	-3.1%	11%
CCN(CC)S(=O)(=O)c1cccc(C(=O)N/N=C/c2cc(OC)c(O)c(OC)c2)c1	-1%	-15	3	i	0.9	16%	0.8%	1%	1.1	-10%	19%
COc1ccc(N(CC(=O)N/N=C(\C)c2cccs2)S(=O)(=O)c2ccccc2)cc1Cl	-3%	-9	-14	x	x	-4%	2.7%	-7%	1.1	-11%	-5%
Cc1ccccc1OCC(=O)NC(=S)Nc1ccc2c3c(cccc13)CC2	5%	3	9	i	0.9	-4%	1.8%	-9%	1.2	-1.4%	-2%
O=C(NC1=NCCS1)c1ccc(C(F)(F)F)cc1	1%	x	x	i	0.5	x	7.8%	11%	x	x	x

Marked active in PMI inhibition, of those listed so far:
Compound | SIAH1 antagonists | WT yeast gro inh mutant strain | Myeloid diff 2 GFP+ MAC1+ % | PMI inhibition | RSV CPE inhibition | Salmonella PhoP GFP | TNAP activators | XIAP antagonists | PMI inhibitors
N#CC1(C#N)CC(C=O)=C(N)C1(C#N)CC(=O)c1ccc(F)cc1 (stereo not given) | 5% | 16 | 0.6 | 53%* | 0.5% | -72% | 1.2 | -3.0% | 15%
